High-throughput results as filed in PubChem.
ROC1-CUL1 inh: human ROC1-CUL1 E3 ligase inhibition; P62877+Q13616; in vitro K48 di-Ub FRET, acceptor:donor ratio, 45 min; inhibition, % at 10 µM; 140,000 compounds, 0.6% hits; AID 1347404; in the data active = inhibition above about 25%
Target sequence (P62877 whole entry, looked up): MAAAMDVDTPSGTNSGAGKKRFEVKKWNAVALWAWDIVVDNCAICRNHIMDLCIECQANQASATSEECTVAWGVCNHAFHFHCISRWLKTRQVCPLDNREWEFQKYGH
Target sequence (Q13616 whole entry, looked up): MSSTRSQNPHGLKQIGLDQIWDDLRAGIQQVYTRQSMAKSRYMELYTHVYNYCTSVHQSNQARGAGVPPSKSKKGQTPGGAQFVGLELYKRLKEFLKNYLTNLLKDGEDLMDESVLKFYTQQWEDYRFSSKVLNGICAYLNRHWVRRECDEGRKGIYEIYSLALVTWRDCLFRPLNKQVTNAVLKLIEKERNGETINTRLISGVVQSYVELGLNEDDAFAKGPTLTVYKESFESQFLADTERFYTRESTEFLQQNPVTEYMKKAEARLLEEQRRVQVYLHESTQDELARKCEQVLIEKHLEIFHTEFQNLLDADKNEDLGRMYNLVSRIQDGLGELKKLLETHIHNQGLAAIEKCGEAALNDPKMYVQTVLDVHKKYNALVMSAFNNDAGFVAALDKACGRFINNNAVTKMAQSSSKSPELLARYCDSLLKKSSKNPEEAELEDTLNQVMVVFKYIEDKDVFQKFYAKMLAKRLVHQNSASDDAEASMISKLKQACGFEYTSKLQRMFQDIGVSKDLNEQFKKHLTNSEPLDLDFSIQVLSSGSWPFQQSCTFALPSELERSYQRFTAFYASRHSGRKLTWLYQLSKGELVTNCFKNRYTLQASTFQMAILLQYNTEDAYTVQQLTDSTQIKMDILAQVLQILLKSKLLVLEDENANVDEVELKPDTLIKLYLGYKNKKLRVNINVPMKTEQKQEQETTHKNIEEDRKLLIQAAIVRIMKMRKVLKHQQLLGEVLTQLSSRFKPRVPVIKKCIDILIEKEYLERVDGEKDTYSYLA
* hit, by the source's call. An excerpt. The share of hits here may be higher or lower than overall.

SMILES	ROC1-CUL1 inh
Nc1ccccc1C(=O)Nc1ccccc1C(=O)Nc1cccc(Cl)c1	0
COc1ccc(CCN2CCCC(CN(C)Cc3cc(C)[nH]n3)C2)cc1 (configuration not stated)	5
C1=C(N2CCC(Cc3ccccc3)CC2)Cc2ccccc21	7
CC(=O)N1CCc2c(sc3c2c(=O)n(-c2cccc(Cl)c2C)c(=O)n3Cc2ccccc2C)C1	10
Cc1ccc(N2C(=O)C3C(c4ccc(I)cc4)OC4(C(=O)c5ccccc5C4=O)C3C2=O)cc1C (configuration not stated)	4
Cc1cc(C)n(C(=O)c2cc(C(=O)n3nc(C)cc3C)cc(C(=O)n3nc(C)cc3C)c2)n1	1
O=C(O)C1CSC(c2ccc3c(c2)OCO3)N1 (configuration not stated)	13
Cc1c(Sc2c(C)n(C)n(-c3ccccc3)c2=O)c(=O)n(-c2ccccc2)n1C	2
COC(=O)CCCNc1nc(CN2CCCCC2c2nccs2)nc2ccccc12 (configuration not stated)	14
CN(C)c1cccc(C(=O)N/N=C/c2ccsc2)c1	-4
CCOc1ccc(-c2nonc2NC(=O)c2oc3cc(C)ccc3c2C)cc1OCC	-8
CC(=O)NCCNC(=O)Cc1c2c(n(CC(C)C)c1C)CC(C)(C)CC2=O	1
COc1cc(/C=N\NC(=O)C(NC(=O)Cc2cccs2)C(C)C)cc(Br)c1OCC(N)=O (configuration not stated)	0
Cc1nn(C)c(Cl)c1-c1nc2c(cnn2CC2CC=CCC2)[nH]1 (configuration not stated)	0
O=C(Oc1ccc(-c2nc3ccccc3nc2-c2ccccc2)cc1)c1ccccc1	-8
Cc1nc(-c2ccc(CN3CCSCC3)cc2)[nH]c(=O)c1-c1ccccc1	-2
Fc1nc(N2CCOCC2)c2c(c1Cl)Oc1ccccc1O2	-4
c1cc(CN2CCN(C3CCCCC3)CC2)ccn1	-5
CC(=O)c1ccc(NC(=O)Cn2c(=O)nc(-c3ccccc3)c3ccccc32)cc1	5
COc1cccc(CNC(=O)Cn2ncn3c(cc4ccccc43)c2=O)c1	2
Cc1cccc(C2CC(=O)NC3=C2C(=O)CC(c2ccc(F)cc2)C3)c1 (configuration not stated)	8
CCOc1ccc2c(c1)[C@@H]1C=CC[C@@H]1[C@H](c1ccccc1Cl)N2	-2
CC(C)C(=O)Nc1ccc2nc(SCC(=O)N3CCOCC3)sc2c1	4
Fc1ccc(-c2oncc2-c2nnnn2-c2ccccc2)cc1F	7
O=C(CCc1ccc(S(=O)(=O)NCCc2ccccc2)cc1)Nc1ccc2c(c1)OCCO2	-2
SMILES	ROC1-CUL1 inh
COc1cc(OC)c(NS(=O)(=O)c2ccc3c(c2)CCCN3C(C)=O)cc1Cl	1
CCOC(=O)c1[nH]c2ccc(OC)cc2c1NC(C)=O	-1
CN(Cc1ccon1)C(=O)C1(N2CCCCC2)Cc2ccccc2C1	1
COc1cccc(NC(=O)Cn2nnc(C(=O)NCCc3ccccc3)c2N)c1	-2
O=C(CSc1nnc(COc2ccccc2)o1)Nc1cc(C(F)(F)F)ccc1Cl	6
O=C(O)C1CCN(Cc2ccccc2F)CC1	-2
COc1ccc(Cn2ccc3nc(C)c(C(=O)N4CCN(c5ccccc5OC)CC4)cc3c2=O)cc1	1
O=C(Nc1ccc(Cl)cc1)OCC(CCl)OC(=O)Nc1ccc(Cl)cc1 (configuration not stated)	-3
COc1cccc(C2(CC(=O)N(C)Cc3nc4ccccc4s3)CC(=O)N(C3CCCC3)C2=O)c1 (configuration not stated)	4
N#Cc1c2c(cc3c4ccccc4cc[n+]13)-c1cccc3cccc-2c13	7
CCCCCCCC1CCC(C2CCC(C(=O)O)CC2)CC1 (configuration not stated)	3
Cc1ncc2c(c1-c1noc(Cn3c(C4CC4)nc4ccccc43)n1)CCNC2	-4
O=C(CCCc1ccccc1)Nc1ccc(Cl)cc1C(F)(F)F	-10
CC1=NNC(=O)N=C2c3ccccc3N(C)C(=O)C12 (configuration not stated)	2
COc1ccc(NC(=O)CCN2CCN(c3cccc(Cl)c3)CC2)cc1	-3
N#CC1C(=N)Oc2n[nH]c(-c3ccccc3Cl)c2C1c1ccc(Br)cc1 (configuration not stated)	6
Cc1n[nH]c(=S)n1/N=C/c1ccc(N(C)C)cc1	0
CC(Cc1c[nH]c2ccccc12)N1C(=O)c2ccccc2C1=O (configuration not stated)	7
O=C1c2cccc3cccc(c23)N1CO	2
COc1ccc(-n2ncc(C(=O)NCc3cccs3)c2C2CCN(C(=O)OC(C)(C)C)CC2)cc1	4
CC(=O)Nc1ccccc1OC(=O)c1ccco1	5
COc1ccc(/C=c2\sc3nc4ccccc4n3c2=O)cc1OCc1c(F)cccc1Cl	-1
COc1ccc(C(c2c(C)[nH]c3ccccc23)c2c(C)[nH]c3ccccc23)cc1	-6
O=C(Nc1cccc(Cl)c1)Nc1ccccc1C(=O)O	2
COC(=O)c1ccc(-c2nc(CN3CCC[C@H]3C(N)=O)c(C)o2)cc1	-11
SMILES	ROC1-CUL1 inh
Cc1cccc(NC(=O)c2cc([N+](=O)[O-])ccc2Cl)c1C	-1
C/C(=N\NC(=O)C(c1ccccc1)c1ccccc1)C(C)(C)C	-6
O=C(O)c1ccccc1N(Cc1ccccc1)C(=O)c1cccs1	0
CN(C)c1ccc(-c2ccc(O)cc2O)cc1	-2
Cc1cn2c3c(=O)[nH]c(=O)n(C)c3nc2n1C1CCCCC1	-6
CCCOc1ccc(S(=O)(=O)N2c3ccccc3CC2C)c2ccccc12 (configuration not stated)	0
CCOc1ccc(NC(=O)CNS(=O)(=O)c2ccc(OC)cc2)cc1	-1
CCn1cc(C(=O)N2CCN(c3ccc(F)cc3)CC2)c(=O)c2cc(S(=O)(=O)N(C)C3CCCCC3)ccc21	1
CCC1C(=O)NCCN1c1ccc(C(=O)NCCCc2ccc(OC)cc2)cn1 (configuration not stated)	-1
CCOC(=O)c1cnc(Nc2ccccc2)nc1C	-1
O=S(=O)(NCCc1csc2nc(-c3ccccc3)nn12)c1cc(F)ccc1F	-1
CCC(C(=O)NC1CCCCC1)n1c(SCc2ccc(F)cc2)nc2ccncc21 (configuration not stated)	-1
CCOC(=O)C1C(c2ccc(C)o2)NC(=O)NC1(O)C(F)(F)F (configuration not stated)	11
CC1=CC=CN2C1=NC(C(F)(F)F)(C(F)(F)F)N=C2c1cccnc1	8
COc1cc(OC)c(C(=O)Nc2ccccc2)cc1OC	-3
CC(NC(=O)c1ccccc1F)c1ccccc1 (configuration not stated)	-12
Cc1ccccc1-n1cc(CN(C)C(=O)Cn2nnnc2CN2CCC(C)CC2)cn1	-2
Cc1cccc(NC(=O)CSc2nc3c(oc4ccccc43)c(=O)n2Cc2ccco2)c1	5
CC(C)(C)NC(=O)c1cccc2c1OC(C)(C)C2	2
Cc1nn(Cc2cccc(C(=O)O)c2)c(C)c1Cl	0
COCC(=O)N1CCC(Oc2ccc(C(=O)NC3CCc4ccccc43)cc2)CC1 (configuration not stated)	1
CC(C)(C)C1CCC2(OCCO2)C2(C1)SCCS2 (configuration not stated)	6
O=C1S/C(=C\c2ccc3c(c2)OCO3)C(=O)N1Cc1ccc(F)cc1	-5
CCN1CCN(CC(O)COc2cccc(CN(C)C3CCOCC3)c2)CC1 (configuration not stated)	0
CC(=C1C(N)=NN=C1N)c1ccc(C)cc1	9

Copied from the entries so far, 18 compounds:
SMILES	ROC1-CUL1 inh
Cc1ccc(N2C(=O)C3C(c4ccc(I)cc4)OC4(C(=O)c5ccccc5C4=O)C3C2=O)cc1C (configuration not stated)	4
Cc1cc(C)n(C(=O)c2cc(C(=O)n3nc(C)cc3C)cc(C(=O)n3nc(C)cc3C)c2)n1	1
O=C(O)C1CSC(c2ccc3c(c2)OCO3)N1 (configuration not stated)	13
Cc1c(Sc2c(C)n(C)n(-c3ccccc3)c2=O)c(=O)n(-c2ccccc2)n1C	2
COC(=O)CCCNc1nc(CN2CCCCC2c2nccs2)nc2ccccc12 (configuration not stated)	14
CN(C)c1cccc(C(=O)N/N=C/c2ccsc2)c1	-4
CCOc1ccc(-c2nonc2NC(=O)c2oc3cc(C)ccc3c2C)cc1OCC	-8
CC(=O)NCCNC(=O)Cc1c2c(n(CC(C)C)c1C)CC(C)(C)CC2=O	1
COc1cc(/C=N\NC(=O)C(NC(=O)Cc2cccs2)C(C)C)cc(Br)c1OCC(N)=O (configuration not stated)	0
Cc1nn(C)c(Cl)c1-c1nc2c(cnn2CC2CC=CCC2)[nH]1 (configuration not stated)	0
O=C(Oc1ccc(-c2nc3ccccc3nc2-c2ccccc2)cc1)c1ccccc1	-8
Cc1nc(-c2ccc(CN3CCSCC3)cc2)[nH]c(=O)c1-c1ccccc1	-2
Fc1nc(N2CCOCC2)c2c(c1Cl)Oc1ccccc1O2	-4
c1cc(CN2CCN(C3CCCCC3)CC2)ccn1	-5
CC(=O)c1ccc(NC(=O)Cn2c(=O)nc(-c3ccccc3)c3ccccc32)cc1	5
COc1cccc(CNC(=O)Cn2ncn3c(cc4ccccc43)c2=O)c1	2
Cc1cccc(C2CC(=O)NC3=C2C(=O)CC(c2ccc(F)cc2)C3)c1 (configuration not stated)	8
CCOc1ccc2c(c1)[C@@H]1C=CC[C@@H]1[C@H](c1ccccc1Cl)N2	-2

New compounds follow.
SMILES	ROC1-CUL1 inh
CC1CCN(S(=O)(=O)c2ccc(OC(F)(F)F)cc2)CC1	8
CCOC(=O)c1cccc(NC(=O)Cn2c(=O)nc(-c3ccccc3F)c3cc(Cl)ccc32)c1	-7
O=C(O)c1ccc(C2Nc3ccccc3-c3nnc(SCc4ccccc4)nc3O2)cc1 (configuration not stated)	14
CC(C(N)=S)N1C(=O)c2ccccc2C1=O (configuration not stated)	1
C=CCNC(=O)Cc1c2c(n(Cc3ccccc3)c1C)CCCC2=O	0
CCC(C(=O)Nc1cccc(-c2cn3cccnc3n2)c1)c1ccccc1 (configuration not stated)	0
CC(=O)CSc1nc2c(c(-c3cccs3)c1C#N)CC(C(C)(C)C)CC2 (configuration not stated)	-3
Cc1cccc(C(=O)Nc2ccc(OCc3cc(=O)n4ccsc4n3)cc2)c1	-3
COc1ccc(OC)c(NC(=O)CCCOc2cc(=O)n(C)c3ccccc23)c1	-2
COc1ccc(-c2nc3ccccc3s2)cc1NC(=O)c1ccccc1F	-5
CCCOc1ccc2cc(C(=O)O)ccc2c1Cl	-6
O=C1CC(c2ccc3c(c2)OCO3)c2c(ccc3ccccc23)N1 (configuration not stated)	3
O=C(N/N=C/c1ccc(OCc2ccccc2)cc1)c1ccc(Br)o1	-2
N#Cc1c(-c2ccccc2)n2c(C(=O)c3ccc4ccccc4c3)nn(-c3ccccc3)c2nc1=O	2
CC(=O)Oc1ccc(Br)c(/C=C2\N=C(c3ccccc3)OC2=O)c1	-2
CCC1CN(CCC(=O)NCC(c2cccnc2)N2CCOCC2)Cc2cc(OC)ccc2O1 (configuration not stated)	-3
C=CCn1nnc(NC(=O)c2ccccc2)n1	7
Cc1ccn2c(Nc3ccc4c(c3)OCCO4)c(-c3ccc(N(C)C)cc3)nc2c1	-2
O=C(CSc1nc2ccccc2[nH]1)Nn1cnnc1	3
O=C1NN=C2c3ccccc3CSC12 (configuration not stated)	2
O=C1N(CCC2CCCCC2)CCCC1(O)CN1CCCC1 (configuration not stated)	10
CC(C)C(=O)Nc1nnc(S(=O)(=O)N2c3ccccc3CC2C)s1 (configuration not stated)	2
Cc1ccc(-n2c(SCC(N)=O)nc3c([nH]c4ccccc43)c2=O)cc1	-4
NCCNC(=O)c1c(NC(=O)c2ccccc2)sc2c1CCCC2	34*
Cc1nn(-c2ccccc2)c(Cl)c1C1NC(=O)c2c(sc3c2CCN(Cc2ccccc2)C3)N1 (configuration not stated)	5
SMILES	ROC1-CUL1 inh
Cc1cn2c3c(=O)n(Cc4ccccc4Cl)c(=O)n(C)c3nc2n1C	11
O=C(c1ccc2c(c1)N(Cc1cccc(F)c1)C(=O)c1ccccc1S2)N1CCC2(CC1)OCCO2	10
CSCc1noc(Cn2ncc(N3CCCC3)cc2=O)n1	8
CCOc1ccc(-n2nc3cc(C)c(NC(=O)CC)cc3n2)cc1	5
Cc1ccc(C(C)C)c(OCC(=O)Oc2ccccn2)c1	-6
COc1ccccc1N1CCN(S(=O)(=O)Cc2ccc(Cl)cc2)CC1	-1
Cc1cccc(OCCn2c(-c3ccc(Cl)cc3)nc3ccccc3c2=O)c1C	-3
CC(=O)N1CCc2c(sc3c2c(=O)n(-c2ccc(F)cc2)c(=O)n3Cc2cc(C)ccc2C)C1	-9
COCc1ccc(C(=O)Nc2ccc(-c3nc(CNC(=O)c4ccccc4)c(C)o3)cc2)o1	-3
COc1ccc(-c2[nH]ncc2/C=C(/C#N)C(=O)NC2CCCCCC2)cc1OC	10
C#CCSc1nc2ccccc2c2nc(-c3ccncc3)nn12	10
Cc1c(C(=O)N2CCC(N3CCCCC3)CC2)cnn1-c1ncc2c(n1)-c1ccccc1SC2	6
CC1CCN(c2nc3ccccc3nc2C(F)(F)F)CC1	-1
O=C(Nc1cccc(C(F)(F)F)c1)C1(c2ccccc2)CC1(Cl)Cl (configuration not stated)	-2
CCOc1ccc(OCC)c(NC(=O)c2cnn(-c3ccc(F)cc3)c2C2CCN(C(=O)OC(C)(C)C)CC2)c1	0
O=C1O[C@@H]2CN(Cc3cnn(-c4cccc(F)c4)c3)C[C@@H]2N1C1CCCC1	6
Cc1c(Cl)c([N+](=O)[O-])nn1CCCC(=O)N(Cc1ccccc1)Cc1ccccc1	-5
COc1nc(N(CC(N)=O)S(=O)(=O)c2ccccc2)nc(C)c1Cl	0
CC(C)=CCC/C(C)=C/C=N/NC(=O)c1ccc(C)c(Br)c1	-6
CCN1CCN(C(=O)CCc2nnc(CCc3ccccc3OC)o2)[C@@H](C)C1=O	5
CN(Cc1nccs1)C(=O)C1CCC(=O)N(CCc2cccc(F)c2)C1 (configuration not stated)	-11
COc1cc(-c2cc(C(F)(F)F)n3ncc(C(=O)NCc4cccs4)c3n2)cc(OC)c1OC	3
Cc1ncc2c(c1CNC(=O)/C=C/c1ccccc1F)CCN(C(=O)c1coc3c1C(=O)CCC3)C2	-5
O=c1c2ccccc2ncn1CCCCN1CCC2(CC1)OCCO2	-1
COc1ccc(-c2nnc(C3CCN(S(=O)(=O)c4cccc(Cl)c4)CC3)o2)cc1	-4
